From PubChem BioAssay
SR-BI DiI inh: blocks mouse SR-BI lipid uptake from DiI-HDL | 320,000 tested, 0.96% active | ldlA[mSR-BI] CHO cells, DiI-HDL uptake fluorescence, 3 h | Q61009 | inhibition, % at 12.5 µM;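 active = mean replicate inhibition of at least 70% and a set share of replicates each scoring 70 or more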;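 also: 0% = median of neutral control wells and 100% = median of positive control wells; values of inactives mirror those of a sister screen read the other way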
Target sequence (Q61009 whole entry, looked up): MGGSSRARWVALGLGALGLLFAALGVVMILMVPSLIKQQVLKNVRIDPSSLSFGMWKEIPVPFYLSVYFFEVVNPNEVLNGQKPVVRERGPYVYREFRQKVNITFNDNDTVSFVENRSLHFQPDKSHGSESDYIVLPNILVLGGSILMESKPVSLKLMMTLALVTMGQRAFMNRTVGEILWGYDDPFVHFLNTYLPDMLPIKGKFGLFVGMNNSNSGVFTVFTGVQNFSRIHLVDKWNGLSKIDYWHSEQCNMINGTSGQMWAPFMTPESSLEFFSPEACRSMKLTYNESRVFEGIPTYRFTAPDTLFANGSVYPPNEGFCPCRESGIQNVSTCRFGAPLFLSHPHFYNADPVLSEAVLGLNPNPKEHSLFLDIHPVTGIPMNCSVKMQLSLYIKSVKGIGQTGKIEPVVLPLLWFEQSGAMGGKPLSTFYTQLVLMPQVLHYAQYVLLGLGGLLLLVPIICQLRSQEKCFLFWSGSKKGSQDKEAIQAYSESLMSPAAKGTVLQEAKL
Wnt bcat act: activators of Wnt/beta-catenin signaling; Wnt/beta-catenin reporter cell assay, activator, plate reader; activation, % at 9.35 µM; 300,000 tested, 1.2% active; in the data active = activation above about 30%, passing the limit was not always enough;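 also: 0% = neutral control wells and 100% = positive control wells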
phage Ecoli inh: E. coli growth loss with phage present; growth absorbance; 360,000 tested, 0.26% active; inhibition, % at 11.9 µM; AID 651602; in the data active = inhibition above about 11%
Ecoli viability: reduces bacterial viability in AddAB counter-screen | E. coli V3065 growth, OD600 absorbance, 18 h | inhibition, % at 11.9 µM | 330,000 tested, 0.27% active | AID 449728;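 active = inhibition above the campaign's mean inhibition across all tested compounds plus 3 SD, cut at about 9.9% in these data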;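 also: uninfected addAB+ strain grown without phage in ampicillin broth; 0% = DMSO wells and 100% = ciprofloxacin 0.95 µg/ml wells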
AddAB inh: less growth of phage-infected E. coli with AddAB | E. coli expressing H. pylori AddAB, absorbance growth | inhibition, % at 11.9 µM | 330,000 tested, 0.29% active; in the data active = inhibition above about 12%;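 also: 0% = vehicle wells of infected cells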
MITF TRPM1 HTS: activators of MITF-driven TRPM1 promoter activity in SK-MEL-5 cells; SK-MEL-5 TRPM1-promoter luciferase, 24 h; % of positive control, neutral wells = 0; activation, % at 12.5 µM; 300,000 tested, 0.75% active; AID 588334;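 active = mean activation of at least 80% with every replicate also reaching 80%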;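 also: 0% = neutral control wells and 100% = parthenolide positive control wells; values of inactives mirror those of a sister screen read the other way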
Tat export inh: E. coli Tat transport inhibition; E. coli MC4100 TorA-mCherry Tat export, fluorescence; inhibition, % at 10 µM; 340,000 tested, 0.036% active; AID 488895;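 active = mean replicate inhibition at least 50% and at least half of replicates individually reaching 50%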;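 also: exported cargo escapes ClpAP degradation while cytoplasmic cargo is degraded and loses fluorescence; 0% = median of neutral control wells and 100% = median of NaSCN control wells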
SR-BI DiI-HDL act: SR-BI HDL lipid transfer activation; CHO ldlA[mSR-BI] cells, DiI-HDL uptake fluorescence, 3 h; 100 = double the neutral-control signal; activation, % at 12.5 µM; 320,000 tested, 0.096% active; AID 504775;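 active = mean replicate activation of at least 60% and every replicate at or above 60%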;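 also: 0% = median plate neutral-control signal and 100% = twice that signal; values of inactives mirror those of a sister screen read the other way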
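Material: SR-BI-overexpressing, LDLR-lacking CHO cells | Dosing: Single compound concentration, delivered by pin transfer | Probe or stimulus: Labelled HDL, 10 µg/mL | Signal: Bottom-read cell fluorescence after medium removal, ex 550/em 595 nm | Schedule: 3 h, 37 °C | Evaluation: HDL uptake via cellular fluorescence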
CAL PDZ FP-1: CAL PDZ (human) peptide binding inhibition; AID 602252; purified CAL PDZ, TMR-peptide fluorescence polarization, 1 h; Q9HD26; inhibition, % at 24.9 µM; 300,000 tested, 0.92% active;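 active = mean inhibition of at least 30% with at least half of replicates also reaching 30%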;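 also: 0% = DMSO neutral control and 100% = excess unlabeled competitor peptide PRC23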
CAL PDZ FP-2: blocks peptide binding to human CAL PDZ domain; Q9HD26; purified CAL PDZ, TMR-peptide fluorescence polarization, 1 h; inhibition, % at 20 µM; 330,000 tested, 0.02% active; AID 504414;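 active = highest replicate inhibition of at least 40%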;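 also: plate controls were DMSO neutral control wells for no effect and unlabeled competitor peptide control wells for full effect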
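Assay system – tagged CAL PDZ protein CerCALP, purified · Timing – 1 h at RT · Compound – single point, 20 µM · Measured by – fluorescence polarization from S- and P-plane intensities, G-factor corrected · Evaluation – inhibition from polarization loss · Probe or stimulus – TMR reporter peptide T*-PRC34 · Buffer or medium – pH 7.4 phosphate-saline buffer, reducing agent, detergent, IgG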
An asterisk follows results filed as active; . = not tested or not shown. The order is random (roughly 3.6% active in at least one column).

SMILES	SR-BI DiI inh	Wnt bcat act	phage Ecoli inh	Ecoli viability	AddAB inh	MITF TRPM1 HTS	Tat export inh	SR-BI DiI-HDL act	CAL PDZ FP-1	CAL PDZ FP-2
O=c1c2c3c(sc2nc2n1CCCCC2)C(O)CCC3 (centres undefined)	-19	20	1.6	-0.6	1.2	69	-15	19	0	-3.4
Cc1ccc(-c2noc(CSc3nnnn3C3CCCCC3)n2)cc1	-5	-6	3.6	0.3	0.3	.	7	-1	.	0.2
CCN(c1ccc(OC)cc1)S(=O)(=O)c1cc(-c2cc(C)no2)ccc1OC	-7	-1	-2.1	1.1	0.6	14	2	7	-2	-1.4
Cc1cc(C)cc(NC(=S)/N=C(\N)Nc2nc(C)c3ccccc3n2)c1	39	.	1.7	-1.7	-2.0	-11	-3	-39	-2	-0.2
CCOc1ccccc1OCCOc1ccccc1OC(C)C	29	.	1.0	-0.4	-1.1	6	-8	-29	-2	-0.6
O=C(NCCCO)c1cc([N+](=O)[O-])cc2c1C=Cc1ccccc1O2	38	-2	2.1	-0.2	-1.0	-6	-4	-38	-5	-2.7
O=C(c1ccc(N2C(=O)C3CCCCC3C2=O)cc1)N1CCCCC1 (centres undefined)	-3	.	0.1	2.4	0.7	3	3	3	-2	-0.4
COc1ccc(CC(=O)OCC(=O)NCc2ccc(C)cc2)cc1OC	-40	-4	-0.1	-2.8	-0.2	-12	1	40	-3	-0.2
CCCCSc1nnc(-c2c[nH]c3ccccc23)n1C	-5	32*	2.7	-3.2	0.2	44	-4	5	0	-0.9
CCC(=O)NC(c1cccc([N+](=O)[O-])c1)c1c(O)ccc2ccccc12 (centres undefined)	17	-1	4.9	-0.7	1.4	-2	-2	-17	-4	0.7
COc1ccccc1N1CCN(Cc2cc(=O)n3ccsc3n2)CC1	4	.	1.3	0.6	1.8	-8	0	-4	-3	-0.6
C/C(Cl)=C\CNC(C)c1ccccc1 (centres undefined)	-12	.	2.4	1.3	2.1	-1	4	12	2	-1.8
O=C(NC1CCS(=O)(=O)C1)c1ccc(-c2ccc(Br)cc2)o1 (centres undefined)	8	.	2.0	-2.3	-0.2	12	7	-8	-3	-4.3
Cc1ccc2c(CN3CCCCC3C)cc(=O)oc2c1 (centres undefined)	9	0	-0.2	-1.4	-2.0	0	-8	-9	-2	-1.0
Cc1nc2ccc(S(=O)(=O)NC(C(=O)N3CCC(C)CC3)C(C)C)cc2s1 (centres undefined)	-13	0	2.6	1.3	3.6	7	-7	13	.	-0.4
C[C@H](CO)N1C[C@H](C)[C@@H](CN(C)S(=O)(=O)c2ccc(F)cc2)Oc2ccc(NC(=O)Cc3ccccc3)cc2C1=O	-1	-5	0.8	1.7	4.6	-3	6	1	1	-0.7
COc1cc2cncc(Cc3ccccc3)c2cc1O	4	-4	3.6	.	.	-3	5	-4	-3	-0.3
Cc1ccccc1N1CCN(S(=O)(=O)Cc2ccccc2)CC1	-6	.	.	-2.7	1.3	3	3	6	-3	-1.2
O=C(NCCN1CCOCC1)c1ccc(NS(=O)(=O)c2ccccc2)cc1	8	0	0.9	-0.5	2.2	-1	-3	-8	2	-2.0
CCOc1ccccc1NC(=O)CNC(=O)N1CC(=O)Nc2ccccc21	13	-2	3.8	-1.6	0.3	-23	-5	-13	-2	-2.9
O=C(Nc1cccc(C(F)(F)F)c1)C1CCCCC1	2	-5	-1.4	0.5	3.5	4	5	-2	-2	-0.8
CCCCn1c(=O)[nH]c(=O)c2c1nc(COc1ccc(C#N)cc1)n2CCC	27	.	2.1	-2.0	-0.8	1	-8	-27	-3	-2.1
O=C(Nc1ccc2oc(-c3ccncc3)nc2c1)c1ccco1	9	1	1.4	-0.8	5.9	52	-2	-9	0	-2.6
O=C(C(=C1NCCN1)n1cncn1)c1ccccc1	-13	4	3.5	-0.3	-0.6	2	-6	13	3	-0.1
CCN(CC)CCN1CCn2c3c(c4cc(C)ccc42)CCCC31 (centres undefined)	15	7	3.1	-2.3	1.0	26	-4	-15	-1	-0.7
COc1ccccc1NCC(=O)N/N=C(\C)c1cccs1	11	1	3.4	0.4	2.2	21	-14	-11	-5	0.0
N/C(=N\OC(=O)c1cnn(-c2ccccc2)c1C(F)(F)F)c1ccc(C(F)(F)F)cc1	.	-8	2.6	-2.1	-1.5	13	-4	.	-4	-0.7
CO/N=C/CC(=O)c1ccc([N+](=O)[O-])c(CS(=O)(=O)c2ccc(Cl)cc2)c1	59	-2	2.0	-0.9	-2.7	6	-7	-59	-3	-0.8
Cc1cc(F)ccc1NC(=O)c1cc(S(=O)(=O)N2CCCC2)cn1C	32	-4	-0.4	-0.1	0.3	.	2	-32	69*	-0.4
O=[N+]([O-])c1ccc(-c2ccc(C=Nc3cccc4ccccc34)o2)cc1	4	-9	0.7	0.7	-1.8	-14	2	-4	0	-2.8
COc1cc(OC)c(NC(=S)NCc2ccccc2)cc1Cl	4	-1	0.3	-0.9	0.2	-2	6	-4	-3	-0.8
COc1ccc(-c2noc(CCCC(=O)NCc3ccco3)n2)cc1OC	23	3	1.2	0.8	2.4	.	3	-23	-5	-1.6
COc1ccc([C@H](NC(=O)OC(C)(C)C)C(=O)OC(C)(C)C)cc1	51	0	0.5	-0.9	0.9	10	-7	-51	1	0.9
CCCCn1c(N)c(N(CCC(C)C)C(=O)C2CC(=O)N(c3cccc(SC)c3)C2)c(=O)[nH]c1=O (centres undefined)	-4	1	2.9	-1.9	4.4	-3	26	4	4	2.2
CC(=O)Nc1ccc(NC(=O)c2ccc(N(C)S(=O)(=O)c3ccc(C)cc3)cc2)cc1	32	3	2.8	0.2	-1.3	-9	3	-32	-1	-2.1
Cc1ccc2cc(CN(C(=O)c3cccnc3)C(C)C)c(=O)[nH]c2c1	-10	.	-1.1	-1.7	-2.5	-12	2	10	-4	.

Full records as entered above. Order of values: SR-BI DiI inh | Wnt bcat act | phage Ecoli inh | Ecoli viability | AddAB inh | MITF TRPM1 HTS | Tat export inh | SR-BI DiI-HDL act | CAL PDZ FP-1 | CAL PDZ FP-2
CCCCn1c(N)c(N(CCC(C)C)C(=O)C2CC(=O)N(c3cccc(SC)c3)C2)c(=O)[nH]c1=O (centres undefined) is listed as -4 | 1 | 2.9 | -1.9 | 4.4 | -3 | 26 | 4 | 4 | 2.2
COc1cc(OC)c(NC(=S)NCc2ccccc2)cc1Cl is listed as 4 | -1 | 0.3 | -0.9 | 0.2 | -2 | 6 | -4 | -3 | -0.8
COc1ccc(-c2noc(CCCC(=O)NCc3ccco3)n2)cc1OC is listed as 23 | 3 | 1.2 | 0.8 | 2.4 | . | 3 | -23 | -5 | -1.6

Carrying on.
SMILES	SR-BI DiI inh	Wnt bcat act	phage Ecoli inh	Ecoli viability	AddAB inh	MITF TRPM1 HTS	Tat export inh	SR-BI DiI-HDL act	CAL PDZ FP-1	CAL PDZ FP-2
Cc1ccccc1Nc1c(-c2ccncc2)nc2ccc(Br)cn12	23	5	2.8	-2.0	0.7	3	6	-23	-2	-0.3
Nc1cc(C(=O)OCC(=O)NCc2ccco2)ccc1Cl	10	.	2.5	-0.8	2.9	-1	-2	-10	-2	-1.0
CN(C(=O)COC(=O)CCc1c[nH]c2ccccc12)c1ccccc1	-25	1	0.2	0.5	0.1	5	-4	25	1	-2.7
C#CCOC(=O)c1ccccc1C(=O)N(CC)CC	-20	-1	2.1	-1.3	0.0	8	0	20	.	-0.8
CN(C)S(=O)(=O)c1ccc(NC(=O)C2CC(=O)N(Cc3ccccc3)C2)cc1 (centres undefined)	-8	2	5.8	-3.2	0.8	1	-6	8	-2	-2.5
O=C(Nc1cnn(Cc2c(Cl)cccc2Cl)c1)c1ccc([N+](=O)[O-])cc1	12	.	3.2	1.9	-0.4	29	4	-12	-6	0.3
CC1(c2cc(C(F)(F)F)n3nc(C(=O)O)cc3n2)CC1	-1	.	-0.9	0.9	3.5	-15	-9	1	-4	0.0
CC1CCC(NC(=O)CN(C)S(=O)(=O)c2cccc3cccnc23)CC1 (centres undefined)	.	3	-1.9	-0.4	1.4	7	-3	.	3	0.2
Cc1cc(S(=O)(=O)N2CCN(c3ccccc3O)CC2)c(C)s1	11	-3	1.7	0.6	2.7	6	9	-11	.	-0.9
O=C(c1ccc(CS(=O)c2cccc(Cl)c2)o1)N1CCOCC1 (centres undefined)	3	-2	-1.1	-2.2	2.9	6	-4	-3	1	-1.1
Cc1c(N(C(=O)CNC(=O)c2ccccc2)C2(C(=O)NC3CCCCC3)CCCCC2)c(=O)n(-c2ccccc2)n1C	-10	-2	1.1	1.2	0.6	-2	0	10	-4	-0.7
COC(=O)C(C)Oc1ccc(Oc2nc(Cl)ccc2Cl)cc1 (centres undefined)	-5	-2	1.8	2.4	1.4	4	3	5	0	-4.6
Cc1ccc(C(=O)N/C(=C\c2cccs2)C(=O)N2CCOCC2)cc1C	-13	0	2.5	-1.9	-1.8	3	4	13	-1	-1.8
COc1ccc(-c2noc(N3CCCC(C(=O)Nc4ccc(C(C)=O)cc4)C3)n2)cc1 (centres undefined)	19	6	-0.5	-1.1	1.4	48	5	-19	-1	-1.4
COc1cccc2c1C(CCCC(=O)O)CCC2 (centres undefined)	-16	-2	4.2	.	.	10	4	16	-5	0.1
CCOc1cc2[nH]c(=S)n(Cc3ccc(C(=O)NCCCOC)cc3)c(=O)c2cc1OCC	4	-3	0.8	-3.8	2.3	-25	-2	-4	-6	-1.2
Cc1ccc(C)c(NC(=O)C2CCCN(S(=O)(=O)c3c(C)nn(C)c3C)C2)c1 (centres undefined)	21	-3	1.7	1.4	3.2	0	-6	-21	5	-3.3
CCOC(=O)c1cc(S(=O)(=O)N2CCCC2)cn1C	-27	-2	0.4	2.1	1.3	-9	3	27	.	-0.7
CCOC(=O)c1cc(C(O)(C(F)(F)F)C(F)(F)F)c(/N=C/N(C)C)o1	-7	.	0.9	0.7	1.5	-2	4	7	-7	-1.4
CCC(C(=O)NC1CCCCC1)n1c(SCc2cccc(F)c2)nc2ccncc21 (centres undefined)	25	-1	3.6	-1.8	1.2	.	8	-25	-7	-1.2
CC(=N\NC(=O)c1cc(Br)ccc1O)/C(=N/O)C(=O)Nc1ccccc1	22	3	7.7	1.1	4.0	6	-4	-22	-6	-1.5
O=C(Nc1ccccc1C(F)(F)F)C1CCN(C(=O)c2cccs2)CC1	-4	-5	1.2	-0.1	2.0	2	-3	4	1	-1.7
N#C/C(=C\c1ccc(Sc2nc3ccccc3[nH]2)o1)c1ccccc1	-3	.	2.9	1.1	0.8	-1	-4	3	0	-0.2
O=C(COc1ccccc1)NCc1cccs1	-24	.	1.5	3.3	2.6	10	3	24	-3	-1.3
OCCC1CN(Cc2ccc(-n3cccn3)cc2)CCN1Cc1ccccc1 (centres undefined)	2	-3	4.0	-1.4	-1.9	-1	6	-2	-3	-0.6
